OX1R antag-1: blocks the human orexin 1 receptor | O43613 | CHO/OX1R cells, Fluo-8 calcium fluorescence, orexin A | inhibition, % at 5 µM | 330,000 compounds, 0.43% hits | AID 434989;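 active means inhibition above its plate's threshold, mean inhibition of all tested compounds on the plate plus 3 SD, cut at about 37% in these data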;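 further: 0% = orexin A challenge wells and 100% = SB-334867-A antagonist wells; not every result past the cut was called active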
Target sequence (O43613 whole entry, looked up): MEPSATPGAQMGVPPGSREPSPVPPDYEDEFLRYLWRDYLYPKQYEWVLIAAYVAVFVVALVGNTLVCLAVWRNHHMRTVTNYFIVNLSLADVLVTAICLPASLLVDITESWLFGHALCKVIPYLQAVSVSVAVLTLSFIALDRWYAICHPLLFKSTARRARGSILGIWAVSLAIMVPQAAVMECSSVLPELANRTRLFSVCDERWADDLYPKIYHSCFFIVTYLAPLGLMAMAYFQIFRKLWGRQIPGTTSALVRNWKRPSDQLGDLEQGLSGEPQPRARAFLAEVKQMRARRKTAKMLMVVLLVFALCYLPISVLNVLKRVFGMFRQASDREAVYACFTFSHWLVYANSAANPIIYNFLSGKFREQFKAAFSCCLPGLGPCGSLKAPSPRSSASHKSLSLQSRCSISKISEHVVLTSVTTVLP
OX1R antag-2: OX1R (human) antagonism; O43613; OX1R-expressing cells, FRET antagonist read-out; inhibition, % at 6.6 µM; 330,000 compounds, 1.8% hits; AID 485270; in the data active means inhibition mostly above about 38%, no sharp cut-off; inactive means mostly below about 40%;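 further: 0% = agonist challenge alone and 100% = reference antagonist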
STK33 inh: inhibitors of human STK33 kinase; Q9BYT3; purified STK33, MBP phosphorylation, ADP-Glo luminescence; inhibition, % at 10 µM; 320,000 compounds, 0.073% hits;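 active means inhibition at or above 25%, using the most active replicate where run in duplicate; inactive means inhibition below 25%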
Target sequence (Q9BYT3 whole entry, looked up): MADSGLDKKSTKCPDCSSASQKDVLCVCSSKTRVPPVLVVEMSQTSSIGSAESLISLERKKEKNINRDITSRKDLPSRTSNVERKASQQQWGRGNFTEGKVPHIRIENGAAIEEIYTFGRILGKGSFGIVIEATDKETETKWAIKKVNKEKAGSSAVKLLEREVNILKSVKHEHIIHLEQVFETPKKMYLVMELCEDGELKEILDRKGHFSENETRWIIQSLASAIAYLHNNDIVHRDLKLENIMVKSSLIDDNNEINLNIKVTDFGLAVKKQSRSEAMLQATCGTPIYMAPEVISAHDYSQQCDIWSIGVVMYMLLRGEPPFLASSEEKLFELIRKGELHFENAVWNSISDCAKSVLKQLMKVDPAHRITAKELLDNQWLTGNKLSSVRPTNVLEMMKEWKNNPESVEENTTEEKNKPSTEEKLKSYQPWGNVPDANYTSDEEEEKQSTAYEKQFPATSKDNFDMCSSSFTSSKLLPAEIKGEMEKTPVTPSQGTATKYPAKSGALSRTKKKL
* = called active by the depositor; · = not tested or not shown.

Fields – OX1R antag-1 | OX1R antag-2 | STK33 inh
O=C(CSC1=NCCN1)Nc1ccccc1[N+](=O)[O-]
    4.0 | 8.4 | 0.6
CCNC(=S)N1C2CCC1CC(NC(=O)Nc1ccc(C(=O)OCC)cc1)C2 (configuration not stated)
    -14.1 | 6.3 | -0.5
Clc1cccc2c3c([nH]c12)CCNC3
    -1.2 | -0.9 | 1.1
COc1ccc(N(C(=O)c2ccco2)C(C(=O)NC2CCCC2)c2ccc(N(C)C)cc2)cc1 (configuration not stated)
    -33.5 | 34.4 | 1.3
NS(=O)(=O)c1ccc(CCNC(=O)Cc2ccc(Cl)cc2)cc1
    -10.9 | 8.0 | 1.8
CC(C)C[C@H](NC(=O)N1CC(=O)Nc2ccccc21)C(=O)N1CCC[C@H]1C(=O)O
    3.1 | 10.6 | 0.2
COc1ccc(-n2nnnc2SCC(=O)Nc2ccc3c(c2)OCCO3)cc1OC
    -28.9 | 10.6 | -1.7
COCCNC(=S)N/N=C(\C)c1ccc2cc(OC)ccc2c1
    -28.5 | 20.4 | 0.0
COc1cc2c(cc1OC)CN(c1ccc(C(N)=O)cc1[N+](=O)[O-])CC2
    -11.4 | 55.5 | 0.4
COc1ccc(-c2c[n+]3c(n2-c2ccc(C)cc2)CCCCC3)cc1
    -16.3 | 21.9 | -0.4
Cc1ccc(CNCCCSc2nc(C)cc(C)n2)cc1
    -34.0 | -7.9 | -0.6
Clc1ccccc1CSc1nnc(-c2ccco2)c(-c2ccco2)n1
    -14.8 | 14.5 | 2.0
CC(=O)CC(c1ccccc1)S(=O)(=O)c1ccc(C)cc1 (configuration not stated)
    -28.7 | 21.1 | -0.4
C#CCNc1nc(CC)nc2c1nnn2Cc1ccccc1F
    -35.1 | 20.2 | -0.2
Cc1cc(C)cc(OCC(=O)OC(C)C(=O)Nc2ccc(Cl)cn2)c1 (configuration not stated)
    -42.5 | 3.0 | -0.7
CN(C)C(=O)c1cc(S(=O)(=O)N(C)C)c(Cl)cc1N1CCCC1
    -13.1 | 15.5 | -0.2
CCc1ccc2c(CN3CCN(S(=O)(=O)c4cccs4)CC3)cc(=O)oc2c1
    -26.6 | 1.0 | -0.7
Cc1ccc(-n2ncc3c(SCC(=O)NNC(=O)c4ccco4)ncnc32)cc1
    -6.7 | 15.5 | 1.0
CC1Cc2ccccc2N1S(=O)(=O)c1cccc(C(=O)NC2CC2)c1 (configuration not stated)
    -10.5 | 25.7 | -0.3
CN(C)CCCNC(=O)c1ccccn1
    4.4 | 4.5 | -2.3
COc1ccccc1N1C[C@@H]2C[C@@H](c3ccco3)N3CCC[C@@]23C1=O
    -43.6 | 23.0 | -1.0
CCSC1=C(C#N)C(c2cccc(OC)c2)CC(=O)N1 (configuration not stated)
    -15.7 | 28.5 | -0.4
CC(C)(C)c1cnnn1-c1ccc(/C=N/Nc2ccc([N+](=O)[O-])cc2)cc1
    -33.0 | 5.3 | -2.0
COc1ccc(-c2nc3ccccc3n2OCC(=O)O)cc1
    -6.9 | 13.5 | 0.4
COc1ccc2nc(/C(C#N)=C\c3ccc(C(=O)O)cc3)[nH]c2c1
    -13.8 | 27.7 | 7.1
COc1ccccc1N1CCN(C(=O)c2cccs2)CC1
    -16.8 | -4.5 | -0.1
CCN(CC)C(=O)/C(=C/c1ccc2c(c1)OCO2)NC(=O)c1ccc(Br)cc1
    -20.2 | 7.1 | -1.6
COCCCNC(=O)CNC(=O)c1cn(-c2ccccc2OC)c(=O)c2ccccc12
    -1.2 | 19.9 | -1.9
COc1ccc(-c2cn(CCCOCc3ccccc3)nn2)cc1
    7.4 | 17.1 | -0.7
COc1ccc(CCNC(=O)C(=O)Nc2ccc3c(c2)OCO3)cc1OC
    -2.6 | 18.1 | -2.7
CCC(=O)Nc1c(C)ccc2nsnc12
    -9.1 | 49.3 | -0.6
CN(C)S(=O)(=O)c1ccc(C(=O)OCC(=O)Nc2sc3c(c2C#N)CCCCC3)cc1
    -19.9 | 5.1 | -0.3
O=C(CCCN1C(=O)/C(=C\c2ccccc2)SC1=S)Nc1ccc(O)cc1C(=O)O
    -0.4 | 18.3 | -2.6
O=C(CSc1nc2sc3c(c2c(=O)n1-c1ccccc1)CCCC3)N/N=C/c1ccccc1C(=O)O
    0.3 | -1.0 | 0.4
CCOc1ccccc1N(CC(=O)NCCSc1ccccn1)S(=O)(=O)c1ccccc1
    15.7 | 79.9* | -3.0
N#CC1(C#N)C2=C(CCCC2)NC(c2ccccc2)C1(C#N)C#N (configuration not stated)
    -6.1 | 16.4 | -0.2
CCc1nnc(NS(=O)(=O)c2ccc(NC(=O)/C=C/c3ccc(F)cc3)cc2)s1
    -11.7 | 19.1 | 1.6
CCOC(=O)c1ccc(NC(=S)N(CCN(C)C)C(C)c2ccncc2)cc1 (configuration not stated)
    -18.4 | 3.3 | -1.2
C/C(CC(=O)NC12CC3CC(CC(C3)C1)C2)=N\NC(=O)c1ccc(C)cc1
    -17.4 | 7.7 | -1.9
NC(=O)COC(=O)c1ccc(-c2ccc(O)cc2)cc1
    11.6 | 7.9 | -0.5
O=C(COC(=O)c1cc(S(=O)(=O)N2CCOCC2)c(Cl)cc1Cl)NCc1ccco1
    -40.5 | 6.8 | -0.9
N#CC1=C(N)Oc2n[nH]c(-c3ccccc3)c2C1c1cccc(OC(=O)N2CCOCC2)c1 (configuration not stated)
    -6.7 | 5.4 | 0.7
CCOC(=O)c1ccccc1NC(=O)C1CC(=O)N(C(C)(C)C)C1 (configuration not stated)
    -15.1 | 14.0 | -1.3
O=C(c1ccccc1)N1N=C(c2ccccc2)CC1(O)C(F)(F)F (configuration not stated)
    -22.7 | -3.5 | -4.7
CCn1cc(C(=O)NCc2ccccc2OC)c(=O)c2cc(S(=O)(=O)N(C)C)ccc21
    -35.4 | 8.3 | -2.3
COc1cc(OC)cc(C(=O)NCC2CCCN(Cc3cccc(C(C)=O)c3)C2)c1 (configuration not stated)
    -31.2 | 2.2 | -1.1
C/C(=N\NC(=O)c1cccc(O)c1)c1ccc(NC(=O)Cc2ccccc2)cc1
    -13.5 | -3.9 | 1.8
Cc1ccc(S(=O)(=O)Nc2cccc(C(=O)N3CCC(C(N)=O)CC3)c2)cc1
    -8.0 | 7.3 | ·
O=C(NC(=S)Nc1ccc(N2CCCCC2)c(Cl)c1)c1ccc2c(c1)OCCO2
    -22.1 | 4.1 | -0.4
Nc1c(C(=O)Nc2ccccc2)sc2nc(-c3ccco3)ccc12
    -0.8 | 32.5 | -3.3
CCOC(=O)c1ccc(Oc2cc(C)nc(SC)n2)cc1
    -2.1 | 13.6 | -2.1
CCOC(=O)C1CCN(C(=O)Nc2ccc3c(c2)nc(C)n3C)CC1
    -10.2 | -2.4 | -1.0
COc1ccc(CNC(=O)c2cc(SC)ccc2Cl)cc1OC
    -31.5 | 9.9 | -0.9
Cc1nc(C)c(-c2csc(Nc3cccc(O)c3)n2)s1
    -15.8 | 37.0 | 4.9
CCOc1ccc(NS(=O)(=O)c2ccc(OC)c(NC(=O)c3ccc4c(c3)OCCO4)c2)cc1
    10.9 | 14.4 | ·
C=CCN1CCN(C(c2ccc(Cl)cc2)c2nnnn2CCc2ccc(OC)c(OC)c2)CC1 (configuration not stated)
    -27.1 | 21.6 | -1.8
COc1ccc(NC(=O)c2cc(S(=O)(=O)N3CCCCC3)ccc2OC)cc1
    -1.8 | 17.8 | -1.8
CC(=O)c1ccc(N2CCN(C(=O)CCc3ccccc3)CC2)cc1
    -18.8 | 9.7 | -1.3
CC(C)Oc1ccc(C(=O)Nc2nnc(C3=COCCO3)o2)cc1
    -0.7 | 10.2 | -2.4
C=CCN(C(=O)CN1CCCCC1)c1nc(-c2ccccc2)cs1
    -24.8 | 15.3 | 0.1

Following part:
Fields – OX1R antag-1 | OX1R antag-2 | STK33 inh
COc1cc(NC(=O)C(C)Oc2ccccc2)c(C(=O)O)cc1OC (configuration not stated)
    7.3 | 6.6 | 1.3
COc1ccc(CSc2nnnn2C)cc1[N+](=O)[O-]
    -5.0 | 29.1 | -3.2
C=CCC[C@@H](Cc1ccc(F)cc1)C(=O)OC[C@@H]1CCCN1C(=O)[C@H](CC=C)CC(=O)N[C@H](CO)Cc1ccccc1
    65.0* | 24.2 | 0.0
O=C(NCCc1cccs1)C1CC(c2ccccc2[N+](=O)[O-])=NO1 (configuration not stated)
    -1.1 | 18.3 | -0.5
Cc1cc(C(=O)Oc2cccnc2)ccc1[N+](=O)[O-]
    -8.3 | 8.9 | -2.2
O=C1OCCN1C(=O)[C@H]1[C@H](c2ccccc2)C(c2cccc(Cl)c2)=NN1c1ccc(Br)cc1
    1.2 | 5.3 | ·
COC(CNC(=O)CN1C(=O)COc2ccc(S(=O)(=O)N3CCOCC3)cc21)OC
    -9.4 | 2.5 | ·
O=C(O)CNC(=O)c1ccc(NC(=O)/C(=C/c2ccccc2)NC(=O)c2ccco2)cc1
    -1.6 | 3.6 | -0.7
CC(=O)c1ccc(OCc2cc(C(=O)N(C)C(C)c3ccon3)no2)cc1 (configuration not stated)
    -3.6 | 14.3 | -0.2
COc1ccc(OC)c(/C=C/c2ccc3cccc(O)c3n2)c1
    -11.8 | 5.8 | -0.5
Cc1cc(=O)oc2ccc(OCC(=O)NCc3ccco3)cc12
    -19.7 | 15.2 | 1.0
Cc1cccc(C(=O)Nc2cccc(C(=O)N/N=C/c3ccc4c(c3)OCO4)c2)c1
    -29.3 | 29.6 | 0.1
CCc1ccccc1NC(=O)CN(C)C(=O)COC(=O)c1cccnc1Cl
    -6.1 | 3.0 | -1.1
O=C(CCNC(=O)N1CC(=O)Nc2ccccc21)Nc1ccc(Br)cc1F
    -20.4 | 7.3 | -0.4
CC(=O)N/C(N)=N/c1nc2cc(C)ccc2o1
    -2.4 | 3.3 | -1.6
COc1ccc(N(C)C(=O)C2CCCN2S(=O)(=O)c2cccc3nsnc23)cc1 (configuration not stated)
    -19.9 | 23.1 | 2.3
O=C(Cn1cnc2ccccc2c1=O)NCC(=O)N1CCN(Cc2ccc3c(c2)OCO3)CC1
    -16.0 | 20.1 | -1.6
Cc1cc(C)c[n+](C2=C([O-])c3ccccc3C(=O)/C2=N\S(=O)(=O)c2cccs2)c1
    -5.4 | 47.8 | -1.4
N#CCC(=O)Nc1ccc(C(=O)OCC(=O)N(Cc2ccccc2)C2CCS(=O)(=O)C2)cc1 (configuration not stated)
    1.5 | -4.4 | 0.0
O=S(=O)(NCc1ccccn1)c1cccc2nsnc12
    -4.4 | 85.0* | -4.0

Entries of single compounds, looked up by structure:
CCc1ccccc1NC(=O)CN(C)C(=O)COC(=O)c1cccnc1Cl is listed as OX1R antag-1 = -6.1; OX1R antag-2 = 3.0; STK33 inh = -1.1
CC(=O)c1ccc(OCc2cc(C(=O)N(C)C(C)c3ccon3)no2)cc1 (configuration not stated) is listed as OX1R antag-1 = -3.6; OX1R antag-2 = 14.3; STK33 inh = -0.2

Next structures.
Fields – OX1R antag-1 | OX1R antag-2 | STK33 inh
CC(NC(=O)NC(N)=O)(C(F)(F)F)C(F)(F)F
    -21.4 | 25.5 | -1.5
Clc1ccc(C(CCN2CCCC2)Cc2ccccc2)cc1 (configuration not stated)
    -38.1 | -2.4 | -1.3
CCc1nnc2n1N=C(c1cccc([N+](=O)[O-])c1)CS2
    3.9 | 20.7 | -1.1
O=C(NCCCN1CCCC1=O)c1c(O)nc2ccccn2c1=O
    -1.5 | -3.4 | -1.1
CNC(=O)COC(=O)/C=C/c1nc2ccccc2s1
    -6.2 | 34.0 | -0.8
CCOc1ccc(/C(O)=C2/C(=O)C(=O)N(CCN(CC)CC)C2c2cccs2)cc1 (configuration not stated)
    -23.5 | 6.7 | -0.9
CSc1ncccc1C(=O)NC1CCCCCCC1
    -9.0 | 8.5 | -0.1
Cc1scc(C(=O)NNC(=S)NCC2CCCO2)c1-c1ccccc1 (configuration not stated)
    -12.4 | 13.2 | 0.1
CC(=O)Nc1sc2c(c1C(N)=O)CCCC2
    2.6 | 2.2 | 1.2
CCc1nc(N2CCN(C(=S)NCCCOC)CC2)c2c3c(sc2n1)CCCC3
    16.2 | 0.9 | 1.0
Cc1nnc(SCCn2c(N3CCC(Cc4ccccc4)CC3)nc3c2c(=O)[nH]c(=O)n3C)s1
    -41.2 | 0.9 | -1.9
O=C(Nc1ccccc1C(=O)N1CCCC1)c1ccccc1
    -3.4 | 6.7 | 0.0
CSCCC(NC(=O)C1CCC(C)CC1)C(=O)NCc1ccco1 (configuration not stated)
    -25.4 | 8.6 | -0.1
Cc1ccc(NC(=S)Nc2cccc3ccccc23)cc1
    -22.3 | 37.2 | -0.8
COc1ccc(-n2nnnc2SCC(=O)Nc2ccccc2)cc1
    -8.1 | 9.5 | -1.8
COc1ccc(N2CCN(C(=O)CSc3nc4[nH]ncc4c(=O)n3-c3ccc(Br)cc3)CC2)cc1
    -12.4 | 13.9 | -0.9

In the list so far, two have a tert-butyl group.
Fields – OX1R antag-1 | OX1R antag-2 | STK33 inh
CC(C)(C)c1cnnn1-c1ccc(/C=N/Nc2ccc([N+](=O)[O-])cc2)cc1
    -33.0 | 5.3 | -2.0
CCOC(=O)c1ccccc1NC(=O)C1CC(=O)N(C(C)(C)C)C1 (configuration not stated)
    -15.1 | 14.0 | -1.3

Bioassay records from PubChem BioAssay.

Compounds as they come. Share with any hit: about 2.2%.
